Screens: PubChem BioAssay, several laboratories
BoNT A protease: blocks Botulinum neurotoxin A light chain protease; multiplex microsphere protease substrate cleavage, flow cytometry; 0.17% of 360,000 active; AID 588499; inhibition, % at 10 µM; further: plate controls were buffer without enzyme for full effect and enzyme alone for no effect
Yp Topo-I inh: inhibitors of Yersinia pestis topoisomerase I; 0.064% of 360,000 active; Y. pestis Topo-I cleavage product accumulation, plate reader; activity, % at 10 µM; in the data active means activity above about 50%, passing the limit was not always enough; inconclusive means no clear call, values can overlap the other calls; further: inactives centre near 2
PrPC surface inh: reduces human prion protein on the cell surface; P04156; cell surface PrPC, TR-FRET read-out; inhibition, % at 13.8 µM; 0.43% of 370,000 active; in the data active means inhibition above about 24%; further: 0% = median of the test wells and 100% = reference compound wells
FadD28 binding: inhibitors of Mycobacterium tuberculosis FadD28 bisubstrate binding. FadD28 bisubstrate probe binding, fluorescence polarization. inhibition, % at 12.5 µM. 0.22% of 360,000 active; in the data active means inhibition above about 8.5%, passing the limit was not always enough; inconclusive means no clear call, values can overlap the other calls
TcdB GH inh: TcdB glycohydrolase inhibition. 0.24% of 350,000 active. P18177. TcdB glycohydrolase enzymatic assay, plate reader. AID 652162. inhibition, % at 9.99 µM; in the data active means inhibition above about 10%
Anthrax LF prot: blocks Bacillus anthracis lethal factor protease; inhibition, % at 10 µM; P15917; 0.12% of 360,000 active; multiplex microsphere protease cleavage assay, LF; further: plate controls were buffer without enzyme for full effect and enzyme alone for no effect
Target sequence (P15917 whole entry, looked up): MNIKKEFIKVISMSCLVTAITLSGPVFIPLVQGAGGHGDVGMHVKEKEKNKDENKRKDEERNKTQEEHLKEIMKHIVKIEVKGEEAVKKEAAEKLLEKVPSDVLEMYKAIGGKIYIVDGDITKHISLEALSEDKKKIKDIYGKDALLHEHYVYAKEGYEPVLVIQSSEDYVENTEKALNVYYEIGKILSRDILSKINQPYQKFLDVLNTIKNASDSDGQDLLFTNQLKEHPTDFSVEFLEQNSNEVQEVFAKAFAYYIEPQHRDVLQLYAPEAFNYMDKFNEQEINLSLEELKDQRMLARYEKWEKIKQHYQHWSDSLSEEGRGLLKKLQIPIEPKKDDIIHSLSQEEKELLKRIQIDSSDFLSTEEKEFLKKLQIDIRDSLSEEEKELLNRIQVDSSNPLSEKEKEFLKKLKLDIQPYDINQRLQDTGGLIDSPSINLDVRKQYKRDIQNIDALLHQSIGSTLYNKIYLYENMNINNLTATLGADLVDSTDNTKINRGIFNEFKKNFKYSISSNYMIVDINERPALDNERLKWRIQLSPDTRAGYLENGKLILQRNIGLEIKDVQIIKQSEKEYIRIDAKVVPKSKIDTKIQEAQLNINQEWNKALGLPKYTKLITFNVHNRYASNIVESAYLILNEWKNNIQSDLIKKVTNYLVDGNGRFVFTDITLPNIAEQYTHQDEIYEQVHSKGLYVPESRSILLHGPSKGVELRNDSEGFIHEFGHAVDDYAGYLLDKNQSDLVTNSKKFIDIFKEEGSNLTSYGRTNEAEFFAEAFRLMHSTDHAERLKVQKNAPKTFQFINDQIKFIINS
BoNT F protease: inhibitors of Botulinum neurotoxin F light chain protease | Multiplex microsphere protease cleavage assay, flow cytometry | 0.22% of 360,000 active | AID 588497 | inhibition, % at 10 µM; in the data active means inhibition above about 35%, passing the limit was not always enough; inconclusive means no clear call, values can overlap the other calls; further: plate controls were buffer without enzyme for full effect and enzyme alone for no effect
PfHsp40 yeast: rescue of PfHsp40-mediated yeast toxicity; S. cerevisiae expressing PfHsp40, growth rescue, ATP luminescence; growth rescue, % at 12.5 µM; 0.68% of 340,000 active; AID 504582; in the data active means growth rescue above about 28%, passing the limit was not always enough; inconclusive means no clear call, values can overlap the other calls;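 further: yeast W303a lacking pdr1 and pdr3 grown in galactose medium; growth measured after three days at 30 °C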
CCHF vOTU inh: CCHFV vOTU protease inhibition; Pep-AMC fluorescence; inhibition, % at 11.5 µM; 0.55% of 370,000 active; in the data active means inhibition above about 30%; further: 0% = vehicle wells with enzyme and 100% = no enzyme wells
* hit, by the source's call; u = inconclusive; x = no result given; & = joins results of further samples. Unless noted, no stated cut-off is given here; in the data, active means inhibition above about 30%; inconclusive means no clear call, values can overlap the other calls; inactive means below that.

SMILES	BoNT A protease	Yp Topo-I inh	PrPC surface inh	FadD28 binding	TcdB GH inh	Anthrax LF prot	BoNT F protease	PfHsp40 yeast	CCHF vOTU inh
O=C(NCC(c1cccnc1)N1CCOCC1)Nc1ccccc1 (stereo not given)	-1.2	3.3	-3.4	1.4	x	-5.6	-11.1	-0.1	2.2
CCCCCCCC(=O)NN=C1CCN(Cc2ccccc2)CC1	0.2	2.7	-3.4	-2.0	x	0.9	-3.8	1.9	-0.6
CC(=O)Nc1ccc(C(=O)OCc2ccc(F)cc2Cl)cc1	0.2	6.6	-1.1	-1.8	1.2	2.8	-5.9	0.0	-10.2
CCC(C)c1ccc(OCCn2ccnc2)cc1 (stereo not given)	3.7	7.1	3.2	-2.7	x	0.5	14.9	0.5	-17.6
CCC(=NCCCN1CCOCC1)c1c(O)n(-c2ccccc2C)c(=O)[nH]c1=O	1.7	-2.0	-8.2	-4.0	1.3	16.3	u	-1.3	-2.9
CCCC(=O)N1CCN(c2nc3ccc(CC)cc3s2)CC1	1.3	30.5	9.5	-2.0	2.0	1.1	-0.2	0.5	21.3
COc1ccc(/C=C/C(=O)N2CCCc3ccccc32)cc1	-1.4	29.6	-4.4	-1.1	2.4	-2.7	-10.3	3.5	6.0
CSc1nc2ccc(NC(=O)C3=NNC(=O)CC3)cc2s1	0.4	-3.7	20.6	-5.0	-2.6	1.5	-5.1	0.8	12.1
CC(=O)NCCNc1nc2cc(-c3ccc4c(ccn4C)c3)sc2c(=O)n1C	-0.2	11.7	-3.3	-2.7	-0.2	1.3	-4.8	x	-23.1
O=C(/C=C/c1ccco1)Nc1ccc(Oc2ccc(Cl)cc2)cc1	0.7	-12.5	6.9	0.8	x	0.1	0.2	-0.6	19.5
CCC(C)(C)c1nnc(NC(=O)c2cccc([N+](=O)[O-])c2)s1	0.4	-0.7	-2.1	-3.7	4.8	-0.6	-0.7	-0.8	-9.6
COc1cc2c(cc1NC(=O)COC(=O)Cn1cnc3ccccc31)oc1ccccc12	0.1	31.2	1.4	0.0	x	-1.0	-4.6	-0.6	12.2
OC1CCCCC1N1CCC(c2ccccc2)CC1 (stereo not given)	-0.6	3.6	2.5	0.9	-1.0	1.7	0.4	-0.4&0.7	-2.9
O=C(Cn1cnc2c(nnn2-c2cccc(Cl)c2)c1=O)NCc1ccccc1	-0.7	5.3	6.7	-4.6	1.9	-10.8	-7.2	-0.8	0.7
CN(C)c1ccc(/C=N/NC(=O)c2nonc2N)cc1[N+](=O)[O-]	-0.4	-16.1	-0.4	-2.6	-0.9	6.4	3.4	-1.7	7.3
O=C(O)c1cccc(N2C(=O)c3cccnc3C2=O)c1	u	-8.2	-10.7	0.2	x	-4.0	-3.7	-0.6	10.9
Cc1cccc(C)c1OCC(=O)Nc1oc(-c2ccccc2)c(-c2ccccc2)c1C#N	-0.4	12.7	-2.3	0.3	x	-5.0	-4.1	-1.9	20.3
CCc1c(C)sc(NC(=O)c2cc(-c3ccco3)on2)c1C#N	0.8	6.4	-2.9	1.7	x	0.7	-1.1	-0.2	-0.2
COC(=O)c1cc(S(=O)(=O)NCC2CCN(Cc3ccc(F)cc3)CC2)c[nH]1	-6.3	-3.2	-8.7	-3.2	-0.8	4.5	-7.9	0.2	-1.6
O=C(NCCCc1ccccc1)c1ccccc1O	-0.6	-5.2	2.1	-3.2	x	-5.8	-3.6	23.8	-1.0
NS(=O)(=O)c1ccc(Nc2nc(-c3cccnc3)cs2)cc1	x	2.3	-2.2	-1.0	-0.4	x	x	-2.0	4.3
N#CCC(=O)Nc1ccc(C(=O)OCC(=O)NC(=O)Nc2ccc3c(c2)OCCO3)cc1	0.0	-4.7	8.2	-2.6	-2.5	-5.3	0.7	-0.2	18.3
O=C1C2C3C=CC(C3)C2C(=O)N1c1ccc(S(=O)(=O)Nc2nccs2)cc1 (stereo not given)	0.1	-2.3	-3.6	-4.2	-0.2	-4.7	-0.6	0.2	0.8
COc1ccc(NC(=O)C(NC(=O)Cc2cccs2)c2ccccc2)cc1 (stereo not given)	0.9	8.2	7.6	-3.9	-5.1	1.0	2.6	-0.5	0.6
O=C1NC(=S)/C(=C\c2ccc(-c3ccccc3Cl)o2)S1	14.6	-6.7	-2.0	2.8	x	2.6	-6.6	-0.4	22.5
COc1ccc(NC(=O)c2cccnc2)cc1	-2.5	8.5	6.0	2.1	2.0	6.9	u	0.2	-13.7
CCOc1ncccc1C(=O)OCC(=O)c1ccc(C)c(C)c1	-2.3	-3.3	1.2	0.8	0.4	5.6	-12.3	0.3	15.4
CCN(CC)CCN(C(=O)c1ccc2c(c1)OCCO2)c1nc2ccc(C)cc2s1	2.9	16.3	-8.7	-2.2	0.5	-1.0	9.2	-0.6	8.4
CCCCCCCC(=O)OC(CN1CCCCC1)CN1CCCC1=O (stereo not given)	-0.1	-6.9	-4.5	-0.1	0.0	-3.7	3.5	0.2	12.2
O=C(CC1C(=O)NCCN1Cc1ccc(F)c(F)c1)NCCCn1ccnc1 (stereo not given)	-0.1	4.7	-2.5	0.2	-0.2	0.5	0.5	1.1	-8.9
COc1ccc(C(=O)C2CCN(C(=O)Nc3ccccc3C)CC2)cc1	-0.9	0.0	5.6	1.6	-0.2	-12.6	32.5	0.1	0.9
Cc1cc(C(=O)COC(=O)c2ccc([N+](=O)[O-])o2)c(C)n1CC1CCCO1 (stereo not given)	-0.5	-3.5	-8.7	0.8	-0.1	-4.9	-3.3	-0.1	24.8
O=C(Nc1ccccc1)Nc1cccc(Cl)c1Cl	-0.4	-3.0	19.1	0.8	x	-0.5	1.0	7.9	-11.1
CCCCCCc1c(C)nc(-n2[nH]c(C)c(CCO)c2=O)[nH]c1=O	-2.3	8.0	-9.3	-1.3	0.5	7.9	-8.2	-0.4	-5.4
O=[N+]([O-])c1cccc(S(=O)(=O)Nc2ccc(S(=O)(=O)NCC3CCCO3)cc2)c1 (stereo not given)	0.3	-1.7	-25.6	-0.2	1.2	-2.5	2.0	-1.1	4.5
Cc1[nH]nc(N2CCCCC2)c1[N+](=O)[O-]	0.5	5.7	0.0	-0.6	x	3.0	-2.1	0.4	3.7
CCN(CCCNC(=O)c1[nH]c(C)c(C(C)=O)c1C)c1ccccc1	-0.7	-8.7	1.5	-0.4	x	-0.3	-11.0	1.8	8.5
CCC(C)NC(=O)c1cc(S(=O)(=O)N2CCCCC2)c[nH]1 (stereo not given)	-1.5	3.0	-0.5	0.1	1.8	-9.9	0.8	0.0	5.6
CCC(c1nnc(SCC(=O)Nc2ccc(Cl)cc2C(F)(F)F)n1C1CCCCC1)N(C)C (stereo not given)	0.4	8.2	5.7	-1.6	x	-2.6	-4.2	3.3	13.4
CCNC(=O)CCn1nc(-c2ccc(Cl)cc2)c2ccccc2c1=O	0.8	3.8	-6.7	-0.4	x	4.9	15.3	-0.1	6.4
CC1CCCC(NC(=O)c2cccc(S(=O)(=O)N3CCCCC3)c2)C1C (stereo not given)	-0.1	10.2	2.4	-2.7	0.5	5.3	-1.2	0.9	0.1
CC1=C(OC(=O)c2ccccc2)C(C)(C)C(c2ccccc2)OC1=O (stereo not given)	-0.3	10.2	-2.9	0.1	x	0.8	-2.1	1.8	-1.8
CNC(=O)c1ncnnc1N(C)C(=O)NCc1ccccc1	-0.3	-9.6	-0.3	2.7	x	-4.5	-0.8	1.9	-10.3
CC1=CC(C)(C)N(S(=O)(=O)c2ccc(C)cc2)c2ccccc21	-0.6	41.1	13.4	-2.8	x	0.3	-5.5	16.3	13.1
COc1ccc(NC(=O)C2(N(C(=O)Cn3nnnc3N)c3ccc(OC)cc3)CCCCC2)cc1	-1.9	5.2	-3.2	0.4	3.5	1.7	4.8	0.2	14.5
CC1Cc2ccccc2N1CC(=O)NC(=O)NC1CCCC1 (stereo not given)	0.2	4.4	1.0	0.4	0.5	-1.5	-1.5	-0.6	-7.7
Nn1c(SCc2nc3ccccc3[nH]2)nnc1-c1ccccc1	1.9	14.8	-6.0	3.0	x	-6.4	0.7	-2.4	3.2
CC(OC(=O)c1cccc(N2C(=O)c3ccccc3C2=O)c1)C(=O)Nc1ccc(N(C)C)cc1 (stereo not given)	-0.5	-1.2	-3.7	-0.8	1.5	-1.2	-6.7	7.3	1.2
COC(=O)[C@H]1[C@H]2C[C@@H]3c4[nH]c5cc(OC)ccc5c4CCN3C[C@H]2C[C@@H](OC(=O)/C=C/c2cc(OC)c(OC)c(OC)c2)[C@@H]1OC	0.3	11.9	-7.8	-4.6	0.9	-21.0	-38.7	0.5	6.8
O=C(O)c1ccc(NCc2cccnc2)c([N+](=O)[O-])c1	2.8	-6.6	-25.1	1.6	-0.1	4.7	7.7	0.2	-8.8
COCCCOc1ccnc(CS(=O)c2nc3ccccc3[nH]2)c1C (stereo not given)	0.9	6.2	6.8	0.4	0.7	5.3	5.7	-2.5	-8.0
CCC(=O)c1ccc(N2CCN(C(=O)c3cccs3)CC2)c(F)c1	-3.7	-3.0	6.2	-0.7	-0.3	-6.4	u	0.2	-14.0
Cc1nc2ccc(C(=O)NC(C)(C)C)cn2c1N(C)C(=O)CCc1ccccc1	-0.6	-4.1	-5.7	-2.5	0.9	-4.6	-1.3	x	-5.8
N#Cc1ccc(OCC(=O)N2CCc3ccccc32)cc1	-2.4	9.7	4.1	x	0.4	-8.7	-8.8	0.3	-2.2
CN(C)c1ccc(C=Cc2ccnc3c(O)cccc23)cc1	-0.1	8.4	-0.2	-1.0	0.2	-7.9	-21.4	x	5.1
COc1ccc2[nH]c(=O)c(CN(Cc3cccnc3)C(=S)NCC3CCCO3)cc2c1 (stereo not given)	-1.8	5.8	1.4	-4.4	3.2	-1.0	-7.5	0.8	-19.4
CCc1c(C)nc(SCC(=O)CC(=O)OC(C)C)c(C#N)c1C	-1.7	1.8	-5.3	-1.9	x	0.2	-15.6	0.1	-1.6

Results in PrPC surface inh (7 entries from above):
canonical_smiles | PrPC surface inh
Cc1nc2ccc(C(=O)NC(C)(C)C)cn2c1N(C)C(=O)CCc1ccccc1 | -5.7
CC(OC(=O)c1cccc(N2C(=O)c3ccccc3C2=O)c1)C(=O)Nc1ccc(N(C)C)cc1 (stereo not given) | -3.7
N#Cc1ccc(OCC(=O)N2CCc3ccccc32)cc1 | 4.1
Nn1c(SCc2nc3ccccc3[nH]2)nnc1-c1ccccc1 | -6.0
COC(=O)[C@H]1[C@H]2C[C@@H]3c4[nH]c5cc(OC)ccc5c4CCN3C[C@H]2C[C@@H](OC(=O)/C=C/c2cc(OC)c(OC)c(OC)c2)[C@@H]1OC | -7.8
COc1ccc2[nH]c(=O)c(CN(Cc3cccnc3)C(=S)NCC3CCCO3)cc2c1 (stereo not given) | 1.4
CNC(=O)c1ncnnc1N(C)C(=O)NCc1ccccc1 | -0.3

5 entries already listed, sorted by molecular weight, descending.
SMILES	BoNT A protease	Yp Topo-I inh	PrPC surface inh	FadD28 binding	TcdB GH inh	Anthrax LF prot	BoNT F protease	PfHsp40 yeast	CCHF vOTU inh
CCC(=NCCCN1CCOCC1)c1c(O)n(-c2ccccc2C)c(=O)[nH]c1=O	1.7	-2.0	-8.2	-4.0	1.3	16.3	u	-1.3	-2.9
O=C(Cn1cnc2c(nnn2-c2cccc(Cl)c2)c1=O)NCc1ccccc1	-0.7	5.3	6.7	-4.6	1.9	-10.8	-7.2	-0.8	0.7
Cc1nc2ccc(C(=O)NC(C)(C)C)cn2c1N(C)C(=O)CCc1ccccc1	-0.6	-4.1	-5.7	-2.5	0.9	-4.6	-1.3	x	-5.8
CCC(C)NC(=O)c1cc(S(=O)(=O)N2CCCCC2)c[nH]1 (stereo not given)	-1.5	3.0	-0.5	0.1	1.8	-9.9	0.8	0.0	5.6
O=C(O)c1ccc(NCc2cccnc2)c([N+](=O)[O-])c1	2.8	-6.6	-25.1	1.6	-0.1	4.7	7.7	0.2	-8.8
